# PAFAH2 FP inh – PAFAH2 (human) inhibition; Q99487; recombinant PAFAH2, FP-rhodamine activity probe, fluorescence polarization; inhibition, % at 3.39 µM; actives 0.99% (n = 340,000);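 active means inhibition above the mean over all tested compounds plus 3 SD, cut at about 30% in these data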;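 further: inhibitors block probe labeling of enzyme so polarization drops; 0% = enzyme with DMSO and 100% = wells lacking PAFAH2 protein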
# pPAFAH inh – inhibitors of human plasma PAF acetylhydrolase (pPAFAH); recombinant pPAFAH, FP-rhodamine probe fluorescence polarization; Q13093; actives 1.5% (n = 330,000); AID 463082; inhibition, % at 3.39 µM;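 active means inhibition above the mean inhibition across the screen plus 3 SD, cut at about 25% in these data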;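 further: inhibitors block binding of the rhodamine activity-based probe so polarization drops; 0% = enzyme with DMSO and 100% = wells lacking pPAFAH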
# PREPL inhibitor – inhibits the human prolyl oligopeptidase-like enzyme | actives 0.68% (n = 320,000) | AID 2751 | Q4J6C6 | recombinant PREPL, fluorescence polarization activity-based probe | inhibition, % at 5.96 µM; in the data active means inhibition above about 43%;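 further: 0% = enzyme with DMSO and 100% = wells lacking enzyme; many of its hits are not listed in these tables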
# Target sequence (Q4J6C6 whole entry, looked up): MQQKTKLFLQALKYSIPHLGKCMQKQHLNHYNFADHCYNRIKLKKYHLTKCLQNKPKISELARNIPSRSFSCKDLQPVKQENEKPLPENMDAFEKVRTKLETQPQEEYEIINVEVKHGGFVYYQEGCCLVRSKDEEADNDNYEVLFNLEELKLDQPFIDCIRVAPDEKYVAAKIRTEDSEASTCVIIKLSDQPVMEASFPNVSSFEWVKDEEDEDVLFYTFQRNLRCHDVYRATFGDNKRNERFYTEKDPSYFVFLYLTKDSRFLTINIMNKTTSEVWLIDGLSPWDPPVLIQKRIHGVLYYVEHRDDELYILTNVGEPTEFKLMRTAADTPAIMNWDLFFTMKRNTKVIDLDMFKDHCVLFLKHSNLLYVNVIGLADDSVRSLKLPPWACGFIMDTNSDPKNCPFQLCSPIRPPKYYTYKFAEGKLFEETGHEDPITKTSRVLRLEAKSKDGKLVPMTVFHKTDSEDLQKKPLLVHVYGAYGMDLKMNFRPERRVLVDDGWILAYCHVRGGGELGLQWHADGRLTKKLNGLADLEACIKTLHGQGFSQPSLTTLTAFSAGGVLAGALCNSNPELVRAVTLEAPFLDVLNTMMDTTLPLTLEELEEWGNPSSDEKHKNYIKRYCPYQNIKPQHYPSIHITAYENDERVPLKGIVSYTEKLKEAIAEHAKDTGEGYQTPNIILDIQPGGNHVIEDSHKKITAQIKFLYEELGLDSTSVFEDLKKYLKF
# LYPLA2 inh – blocks human lysophospholipase 2, a PME1 counter-screen | O95372 | recombinant LYPLA2, FP-Rh probe fluorescence polarization | inhibition, % at 5.9 µM | actives 0.38% (n = 320,000) | AID 2177;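 active means inhibition above the screen-wide mean plus 3 SD, limit set per campaign, cut at about 26% in these data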;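 further: 0% = LYPLA2 with DMSO and 100% = wells lacking LYPLA2 enzyme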
# LYPLA1 inh – blocks human lysophospholipase 1, a PME1 counter-screen; recombinant LYPLA1, FP-Rh probe fluorescence polarization; inhibition, % at 5.9 µM; actives 0.16% (n = 320,000);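 active means inhibition above the mean of all tested compounds plus 3 SD, set per campaign, cut at about 14% in these data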;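 further: inhibitors block serine hydrolase probe labeling of LYPLA1 so polarization falls; 0% = enzyme with DMSO and 100% = wells lacking LYPLA1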
# Target sequence (O75608 whole entry, looked up): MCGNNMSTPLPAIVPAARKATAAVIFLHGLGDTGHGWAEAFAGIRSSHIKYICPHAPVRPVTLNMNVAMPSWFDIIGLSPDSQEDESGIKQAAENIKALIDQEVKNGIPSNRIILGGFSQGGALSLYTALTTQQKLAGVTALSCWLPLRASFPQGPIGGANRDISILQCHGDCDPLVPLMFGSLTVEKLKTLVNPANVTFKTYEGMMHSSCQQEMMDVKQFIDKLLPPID
# GSTO1 counter – GSTO1 inhibition, counter-screen for RBBP9 inhibitors | actives 1.1% (n = 300,000) | inhibition, % at 5.96 µM | recombinant GSTO1, activity-based probe fluorescence polarization | P78417;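 active means inhibition above the campaign mean inhibition plus 3 SD, cut at about 35% in these data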;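 further: 0% = GSTO1-1 with DMSO and 100% = wells lacking GSTO1-1 enzyme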
# PAFAH1B2 inh – PAFAH1B2 (human) inhibition | recombinant PAFAH1B2, FP-rhodamine activity probe, fluorescence polarization | inhibition, % at 3.39 µM | actives 1.2% (n = 340,000);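 active means inhibition above the mean of all tested compounds plus 3 SD, cut at about 24% in these data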;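 further: 0% = enzyme with DMSO and 100% = wells lacking PAFAH1B2; many of its hits are not listed in these tables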
# PAFAH1B3 FP inh – blocks human PAF acetylhydrolase 1B catalytic subunit 3 | AID 492972 | actives 0.28% (n = 340,000) | inhibition, % at 3.39 µM | Q15102 | recombinant PAFAH1B3, FP-rhodamine probe, fluorescence polarization;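 active means inhibition above the screen-wide average of all tested compounds plus 3 SD, cut at about 25% in these data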;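 further: 0% = enzyme with DMSO only and 100% = wells lacking PAFAH1B3 protein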
# PAD4 FP inh – PAD4 (human) enzyme inhibition. actives 0.41% (n = 330,000). Q9UM07. recombinant PAD4, RCA probe fluorescence polarization. AID 485272. inhibition, % at 6.36 µM;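 active means percent inhibition above a cutoff equal to the mean of all tested compounds plus 3 SD, cut at about 15% in these data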;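 further: 0% = PAD4 with RCA probe and DMSO and 100% = probe without PAD4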
# Starred values were filed as active, the others as inactive; x = no result given. Not all compounds are listed; the hit share may differ from the screen's.
SMILES,PAFAH2 FP inh,pPAFAH inh,PREPL inhibitor,LYPLA2 inh,LYPLA1 inh,GSTO1 counter,PAFAH1B2 inh,PAFAH1B3 FP inh,PAD4 FP inh
C[C@H](CO)N1C[C@H](C)[C@@H](CN(C)S(=O)(=O)c2ccccc2)Oc2ccc(NS(=O)(=O)c3ccccc3)cc2C1=O,13,15,6,x,x,x,13,9,1
CCOC(=O)C1CCN(C(=O)CN2C(=O)COc3ccc(C(C)(C)C)cc32)CC1,7,5,4,0,4,0,-1,3,2
CCCN1CCN(CC(O)COC(c2ccc(OC)cc2)c2ccc(OC)cc2)CC1 (centres undefined),-8,-2,20,3,1,-6,4,5,1
CCN(CC)C1CC(=O)N(c2ccc(Br)cc2)C1=O (centres undefined),7,5,2,2,3,5,5,0,0
CCn1c(O)c(/C=N/n2cnnc2)sc1=S,-22,-17,-37,-18,-7,-11,-2,-3,-62
CCOc1ccc(NC(=O)C2C(c3ccccc3)C2(Cl)Cl)cc1 (centres undefined),-2,9,-7,-6,-4,-1,0,10,2
COc1ccc(CNC(=O)C2CC(c3cccc(OC)c3)=NO2)cc1 (centres undefined),-14,-4,7,-2,2,0,-4,6,-3
COc1cc2cc(Oc3ccc4ccc(=O)oc4c3)c(=O)oc2cc1O,-2,4,6,11,4,6,4,5,1
Cc1cccnc1NC(=O)C1CCN(S(=O)(=O)c2cccs2)CC1,0,4,-4,1,1,-2,6,0,-3
CN(C(=O)CSc1nc2ccccc2n1CCc1ccccc1)C1CCS(=O)(=O)C1 (centres undefined),-1,-4,13,-1,1,-4,4,10,0
CCCOC(=O)c1c(NC(=O)CCCn2nc([N+](=O)[O-])c(Cl)c2C)sc(C(=O)OC)c1C,-19,-4,5,5,7,0,1,-4,-4
COc1cc(Cl)c(C)cc1NC(=O)CNC(=O)Cn1cnc2ccccc2c1=O,3,3,0,-1,-3,6,1,5,0
CCCCCN(C(=O)COC(=O)Cc1c(C)nc2ccccc2c1C)c1c(N)n(CCCC)c(=O)[nH]c1=O,8,4,-7,4,1,3,3,2,-9
O=C(Nc1ccc(N2CCOCC2)cc1)c1cnccn1,-7,5,6,1,-1,4,-2,4,2
CCCCCn1c(-c2ccco2)nc2nc3ccccc3nc21,2,1,-7,-4,-3,-8,0,0,-12
O=C(O)c1ccc(-n2c(=O)c3ccccc3c3ccccc3c2=O)cc1,5,5,-3,-9,-1,-3,7,3,-1
CCC(CO)Oc1cc(NCc2ccc(C(C)(C)C)cc2)c2ncn(C(C)C)c2c1 (centres undefined),4,25,18,x,x,x,4,6,-7
Cc1cccc(C)c1NC(=O)N1CCCC1C(=O)Nc1ccc(-n2cnnn2)cc1 (centres undefined),-3,-1,-9,1,-2,-2,3,7,-1
COCc1c(C(=O)N/N=C(/C)c2ccc(OCc3ccccc3)cc2)nnn1-c1nonc1N,-1,4,12,5,-1,-6,1,1,2
O=C(Nc1cccc(C(=O)O)c1)/C(=C/c1ccc2c(c1)OCO2)NC(=O)c1cccc(Br)c1,4,4,-13,0,0,-3,-1,3,-2

# Part of the list above, set out differently.
> CCCCCN(C(=O)COC(=O)Cc1c(C)nc2ccccc2c1C)c1c(N)n(CCCC)c(=O)[nH]c1=O
  PAFAH2 FP inh: 8	pPAFAH inh: 4	PREPL inhibitor: -7	LYPLA2 inh: 4	LYPLA1 inh: 1	GSTO1 counter: 3	PAFAH1B2 inh: 3	PAFAH1B3 FP inh: 2	PAD4 FP inh: -9

> O=C(Nc1ccc(N2CCOCC2)cc1)c1cnccn1
  PAFAH2 FP inh: -7	pPAFAH inh: 5	PREPL inhibitor: 6	LYPLA2 inh: 1	LYPLA1 inh: -1	GSTO1 counter: 4	PAFAH1B2 inh: -2	PAFAH1B3 FP inh: 4	PAD4 FP inh: 2

> CCCCCn1c(-c2ccco2)nc2nc3ccccc3nc21
  PAFAH2 FP inh: 2	pPAFAH inh: 1	PREPL inhibitor: -7	LYPLA2 inh: -4	LYPLA1 inh: -3	GSTO1 counter: -8	PAFAH1B2 inh: 0	PAFAH1B3 FP inh: 0	PAD4 FP inh: -12

# Remaining list, next part.
SMILES,PAFAH2 FP inh,pPAFAH inh,PREPL inhibitor,LYPLA2 inh,LYPLA1 inh,GSTO1 counter,PAFAH1B2 inh,PAFAH1B3 FP inh,PAD4 FP inh
COc1ccc(-c2nnc(C)c3nocc23)cc1,0,25*,20,-13,-9,-4,-2,0,-13
Cc1ccc(C2c3[nH]c4ccccc4c3C[C@H]3C(=O)N(c4ccccc4C(=O)N4CCC(C(=O)O)CC4)C(=O)N23)cc1 (some centres undefined),-1,10,3,1,1,2,-1,8,5
O=S(=O)(c1ccccc1)N1C2CCC1CC(O)(c1cccnc1)C2 (centres undefined),2,1,-13,1,3,1,0,-4,1
CCCCNC(=O)C1CCC(=O)N1CCc1ccccc1 (centres undefined),3,4,2,1,-1,-11,-1,5,-1
Cc1ccc2c(c1)NC(=O)C(CC(=O)NCCCN1CCc3ccccc3C1)O2 (centres undefined),3,6,3,-2,-2,5,9,11,-2
O=C(CCCCCN1C(=O)c2ccccc2C1=O)Nc1cccc(O)c1,5,3,-10,-1,-1,-2,4,4,-1
Cc1cnc(C(=O)OCC(=O)Nc2cccc(C)c2C)cn1,-2,-1,10,x,x,x,-2,1,1
COc1ccc(CCn2c(-c3ccncc3)n[nH]c2=S)cc1OC,1,8,2,4,6,1,4,0,-2
O=C(COc1ccc(F)cc1)NN1C(=O)CSC1=S,-28,1,-6,-2,-4,6,2,-1,-13
COc1ccc(CCNC(=O)CC2SC(=NCCc3ccccc3)NC2=O)cc1 (centres undefined),-7,0,10,-3,-1,1,20,4,-2
O=C(NCCOC(=O)c1ccccc1)c1ccc([N+](=O)[O-])cc1,-1,1,3,-5,-2,3,3,5,-3
Cc1cccc(/C=N/NC(=O)C(C)Nc2cccc3ccccc23)n1 (centres undefined),21,8,-5,3,0,3,9,17,3
CC(C)OCC1Cn2c(nc3c2c(=O)n(C)c(=O)n3C)O1 (centres undefined),8,3,3,-9,0,2,8,9,6
CCCc1ccc(Oc2cn[nH]c2-c2ccc(O)c(C)c2O)cc1,1,18,9,-9,-9,7,1,2,-4
O=C(c1nc2ccccn2c1CN1CCN(c2ccccc2O)CC1)N1CCCC1,-2,-2,26,4,-5,5,10,8,2
Cc1c(C(=O)O)oc2c1C(O)CCC2 (centres undefined),0,-4,12,1,-5,4,3,1,4
O=C(COc1ccccc1)Nc1nnc(-c2ccc(Cl)s2)o1,-4,9,1,4,-2,3,8,3,8
N#Cc1c(-c2ccco2)cc(-c2ccccn2)nc1N,8,15,30,-1,-2,22,-4,-5,-2
Cc1cc(C)n(C(=O)c2cc3c(s2)CCCC3)n1,-5,1,-2,5,1,7,-1,3,-2
CC1=NN(c2nc(-c3ccc(C)cc3)cs2)C(=O)C1N=Nc1ccc2ccccc2c1 (centres undefined),5,3,10,0,-4,17,0,7,-3
CCc1cc(/C(Cc2csc(C)n2)=N/O)c(O)cc1O,8,8,25,0,5,2,13,29*,-1
CCOC(=O)c1sc(N2C(=O)C(O)=C(C(=O)c3ccco3)C2c2ccc(C)o2)nc1C (centres undefined),1,11,5,2,-2,8,3,3,-3
O=C(CCSCc1ccccc1F)N1CCN(c2ccccn2)CC1,27,10,-18,3,-1,1,8,1,-1
O=C(Cc1cccs1)NCCCc1ccccc1,0,2,-4,7,1,8,4,4,1
CCOc1ccccc1N(CC(=O)NCC1CCCO1)C(=O)CCC(=O)Nc1nccs1 (centres undefined),-4,-1,0,-1,-1,-1,-1,8,-5
COc1ccc(C2=NOC(C(=O)Nc3ccc(C)cc3)C2)cc1OC (centres undefined),-2,3,5,1,-3,-2,1,7,-2
COc1ccc(F)cc1S(=O)(=O)NCc1cc(=O)n(C)c(=O)n1C,0,2,13,9,-1,5,0,6,-3
O=C(Nc1cccc(O)c1)c1cc(-c2ccco2)on1,0,-1,-8,-7,-1,-9,-3,6,-4
CCCCCC1CCC(C(=O)NNC(=S)NCC)CC1 (centres undefined),5,1,15,11,2,9,4,6,1
COc1cc(C=Nc2ccccc2C(=O)Nc2ccccc2)cc(OC)c1OC,2,2,-2,7,2,-5,-2,8,-3
CCc1ccc(Nc2n[n+](-c3ccccc3)c(-c3ccc(C(=O)O)cc3)s2)cc1,-4,-1,-3,5,-1,-8,1,-5,-4
CC(C)COn1c(=S)[nH]c2ccccc2c1=O,2,-3,1,1,-3,-3,3,6,-1
O=C(Oc1ccccc1)c1ccc(-n2cnnn2)cc1,6,-6,8,6,-1,-1,-1,6,0
COc1ccccc1OCCCC(=O)Nc1ccc(N2CCOCC2)cc1,7,5,8,8,1,-4,7,5,1
c1coc(CNc2ncnc3nc[nH]c23)c1,-6,1,-3,4,-1,4,1,-5,4
O=C(NC(=O)c1ccc(Cl)cc1)OC1CCCCC1,2,4,4,-2,-4,4,1,-4,-2
CCOC(=O)c1ccc(CSc2nnc(-c3ccncc3)n2N)cc1,-6,0,1,-4,1,3,-2,-2,4
O=C(c1ccc(COc2ccc3c(c2)CCC3)o1)N1CCN(c2ccccc2)CC1,-1,7,20,0,0,-2,-7,3,-1
CC(OC(=O)c1ccc(Br)o1)C(=O)Nc1ccc2c(c1)OCCO2 (centres undefined),1,1,0,7,4,x,1,0,8
Cc1ccc2nc(Cl)c(-c3ccccc3)cc2c1,x,31*,-7,-6,-5,-6,x,x,1
COc1ccc(C2N(c3ccc(OC)cc3)C(=S)N3CCCN23)cc1 (centres undefined),-2,1,6,0,-1,10,5,-2,-1
COc1ccc(C(=O)N2C(=O)c3ccc(N)cc3C2=O)cc1,-4,6,-14,-2,3,8,-1,-1,0
CC1(C)CC(=O)C2=C(C1)Nc1ccccc1[S@]2=O,-4,0,2,-2,2,9,-2,-4,0
CNC(=O)N1CCN(C(=O)NC)CC1,6,-1,-12,-1,-1,-2,5,-3,0
C/C(Cc1ccccc1)=N\NC(=O)CNC(=O)COc1cccc(C)c1,4,6,-11,1,0,0,7,5,-2
CC(C)n1ncc2c(C(=O)Nc3ccc(CC#N)cc3)cc(C3CC3)nc21,2,-7,17,4,0,x,-5,1,1
Cc1cc(C)c2ccc(=S)[nH]c2n1,-4,3,4,-3,1,6,2,1,0
NC(=O)C1(c2ccccc2)CCCN1C(=O)c1ccccc1Br (centres undefined),-6,3,-4,6,-1,6,2,1,0
Cc1ccc(NC(=O)C2CC(=O)OC23CCOC(C)(C)C3)cc1 (centres undefined),-4,4,-7,2,2,-7,3,9,6
Cc1nc2nc[nH]n2c(=O)c1CCOC(=O)c1c(F)cccc1F,-1,-7,14,-4,2,0,-3,5,-6
Cc1noc(C)c1COC(=O)c1ccccc1NC(=O)c1ccco1,-1,5,-6,0,2,12,5,5,-4
CC[C@@H](C)[C@H](NC(=O)Cc1c(C)c2cc3c(C)coc3c(C)c2oc1=O)C(=O)O,-6,0,12,6,2,7,2,3,4
COc1ccc(Cl)cc1-n1c(C)cc(C(=O)O)c1C,-2,8,-1,1,-2,-2,-1,8,-4
c1ccc(N2CCN(Cc3ccc4c(c3)OCO4)CC2)nc1,x,3,8,4,2,3,x,x,3
CN1CC(c2ccccn2)C2(SC(=S)N(Cc3ccccc3)C2=O)C12C(=O)Nc1ccccc12 (centres undefined),-3,-1,13,-5,-7,-6,-2,5,4
Cc1cc(C)c(S(=O)(=O)N2CCN(c3ccc([N+](=O)[O-])c(-n4nc(C)cc4C)c3)CC2)c(C)c1,3,11,4,-3,-9,2,4,-3,0
COc1ccc(-n2c(SCC(=O)NCc3cccs3)nc3[nH]ncc3c2=O)cc1,3,4,1,-2,1,0,5,3,-1
CCCCCN(C(=O)CN1CCC(Cc2ccccc2)CC1)c1c(N)n(CCCC)c(=O)[nH]c1=O,-3,8,19,4,3,-2,4,-1,-4

# Compound activity from PubChem.
